TRHR agonist = qHTS for Small Molecule Agonists and Allosteric Enhancers of Human TRH Receptor: Primary Screen for Agonists; Thyrotropin-releasing hormone receptor (Homo sapiens), P34981; TRHR cells, calcium flux fluo-8, FDSS agonist mode; activation, % at 2 µM; 360,000 compounds, 0.18% hits; AID 493084, 2011; in the data active = activation above about 30%; also: 0% is about no effect
Target sequence (P34981 whole entry, looked up): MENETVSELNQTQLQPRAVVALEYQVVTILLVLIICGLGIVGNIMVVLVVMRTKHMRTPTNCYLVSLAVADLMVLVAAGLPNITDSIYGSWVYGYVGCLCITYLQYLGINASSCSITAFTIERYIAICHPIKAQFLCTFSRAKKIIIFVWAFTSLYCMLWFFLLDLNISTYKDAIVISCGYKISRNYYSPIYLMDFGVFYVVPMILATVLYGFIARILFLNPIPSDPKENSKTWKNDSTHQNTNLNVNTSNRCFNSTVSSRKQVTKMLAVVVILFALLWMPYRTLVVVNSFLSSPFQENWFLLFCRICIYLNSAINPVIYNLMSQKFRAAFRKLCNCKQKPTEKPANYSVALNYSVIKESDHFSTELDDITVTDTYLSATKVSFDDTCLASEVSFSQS
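In this calcium-flux screen, cells bearing human TRHR are dye-loaded with fluo-8, baselined for 10 cycles, then exposed to library compounds; positive kinetic calcium responses during the agonist phase mark hits, with TRH as control.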
POLB inh = qHTS Assay for Inhibitors of DNA Polymerase Beta; Potency, µM (highest dose often 114 µM), inactives show at the highest dose activity change, negative = inhibition, hits mostly inhibitors; P06746; 340,000 compounds, 1.3% hits; Pol beta primer extension/strand displacement, fluorescence kinetic; also: potency is read from the fitted curve at half-maximal effect; % is scaled to controls: 0 for no effect and ±100 for the full control effect
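Homogeneous kinetic assay of primer extension and strand displacement by 10 nM Pol beta, preincubated 15 min at room temperature with compound before 50 nM substrate (final) was added. Read at 0 and 10 min; four-parameter Hill fit.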
POLI inh = qHTS for Inhibitors of Polymerase Iota | DNA polymerase iota (Homo sapiens), Q9UNA4 | Pol iota fluorescent replication assay, 10 min | Potency, µM (series often up to 115 µM), for inactives: top-dose activity, negative = inhibition, actives largely listed as inhibitors | 390,000 compounds, 1% hits; also: potency is read from the fitted curve at half-maximal effect
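Fluorescent replication assay read twice, at 0 min and 10 min after adding 50 nM (final) substrate. Enzyme (10 nM) and compounds were first incubated 15 min at room temperature; enzyme-free buffer wells were negative controls.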
ALOX12 inh = Primary qHTS assay for inhibitors of human arachidonate 12S-lipoxygenase (ALOX12): Round 2; 580,000 compounds, 1.1% hits; Potency, µM (series often up to 108 µM), for the others: at the highest dose activity change, negative = inhibition, usual class: inhibitors; purified 12hLO, xylenol orange hydroperoxide absorbance; Polyunsaturated fatty acid lipoxygenase ALOX12 (Homo sapiens), P18054; also: potency is read from the fitted curve at half-maximal effect; % is scaled to controls: 0 for no effect and ±100 for the full control effect
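Purified human 12hLO (150 nM final) in 25 mM Hepes, 0.01% Triton X-100, pH 7.0 was preincubated 15 min at room temperature with compound. Then 40 uM arachidonic acid was added, 30 min. Hydroperoxide was read by Fe-XO absorbance ratio 573/405 nm.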
APE1 inh = qHTS Assay for Inhibitors of the Human Apurinic/apyrimidinic Endonuclease 1 (APE1); AID 2517, 2012; Potency, µM (titrated, usually from 65.8 µM), inactives show top-dose activity change, negative = inhibition, usual class: inhibitors; 350,000 compounds, 0.35% hits; DNA repair nuclease/redox regulator APEX1 (Homo sapiens), P27695; recombinant APE1, TAMRA/BHQ-2 abasic DNA cleavage fluorescence;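 also: potency is read from the fitted curve at half-maximal effect; plate controls were vehicle for no effect and reference inhibitor for full effect; nearly all actives have a fitted effect of over 55% in size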
Target sequence (P27695 whole entry, looked up): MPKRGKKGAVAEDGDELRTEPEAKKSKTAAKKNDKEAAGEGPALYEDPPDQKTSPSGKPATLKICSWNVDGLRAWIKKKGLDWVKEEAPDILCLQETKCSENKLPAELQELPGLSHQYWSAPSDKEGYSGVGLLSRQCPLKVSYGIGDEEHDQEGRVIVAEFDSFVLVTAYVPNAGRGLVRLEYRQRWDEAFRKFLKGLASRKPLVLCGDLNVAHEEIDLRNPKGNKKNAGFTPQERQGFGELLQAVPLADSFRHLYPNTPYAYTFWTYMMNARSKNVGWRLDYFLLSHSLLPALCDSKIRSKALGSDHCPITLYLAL
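Incision of a quenched TAMRA/BHQ-2 THF abasic-site duplex (50 nM) by 0.75 nM APE1, after 15 min compound preincubation, measured as fluorescence increase over three 60 s reads. Values normalized to buffer, DMSO and NSC13755 control wells.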
BLM helicase inh = qHTS Assay for Inhibitors of Bloom's syndrome helicase (BLM) | Potency, µM (series often up to 56.1 µM), for the others: top-dose activity change, negative = inhibition, actives largely listed as inhibitors | RecQ-like DNA helicase BLM (Homo sapiens), P54132 | AID 2528, 2010 | recombinant BLM DNA unwinding, fluorescence dequenching | 350,000 compounds, 0.2% hits;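 also: potency is read from the fitted curve at half-maximal effect; plate controls were vehicle for no effect and no enzyme for full effect; nearly all actives have a fitted effect of over 35% in size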
Anesthetic bind = qHTS Assay for Identification of Novel General Anesthetics | Ferritin light chain (Equus caballus), P02791 | apoferritin/1-aminoanthracene competitive binding, fluorescence | Potency, µM (doses to about 77.5 µM), inactives show at the highest dose activity change, negative = displacement, hits mostly inhibitors | 350,000 compounds, 0.074% hits; also: potency is read from the fitted curve at half-maximal effect; % is scaled to controls: 0 for no effect and ±100 for the full control effect; nearly all actives have a fitted effect of over 20% in size
Target sequence (P02791 2-175 limits assumed): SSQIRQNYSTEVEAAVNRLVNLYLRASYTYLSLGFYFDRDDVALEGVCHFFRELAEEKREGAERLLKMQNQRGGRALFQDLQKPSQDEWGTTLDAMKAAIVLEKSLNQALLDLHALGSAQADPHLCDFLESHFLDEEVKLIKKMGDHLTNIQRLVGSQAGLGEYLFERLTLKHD
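Horse-spleen apoferritin (10 uM) in 50% saturated 1-aminoanthracene in PBS was incubated 10 min at room temperature with compound. Fluorescence (ex 380, em 535 nm) was normalized to free and bound 1-AMA, with concentration-response fitted by a four-parameter Hill equation.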
POLK inh = qHTS for Inhibitors of Polymerase Kappa | 400,000 compounds, 0.53% hits | purified Pol kappa, fluorescent DNA synthesis assay, 10 min | Potency, µM (doses to about 107 µM), for the others: at the top dose activity, negative = inhibition, hits mostly inhibitors | AID 588579, 2011; also: potency is read from the fitted curve at half-maximal effect; % is scaled to controls: 0 for no effect and ±100 for the full control effect
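Readout: fluorescence, taken kinetically at 0 and 10 min. Conditions: 10 nM Pol kappa, 15 min RT compound preincubation, 50 nM substrate final. Controls: enzyme-free buffer wells.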
ERG Ets-DNA blk = qHTS for Small Molecule Inhibitors of the ERG Ets/DNA interaction; fluorescence polarization, His-ERG Ets domain / labelled DNA; Potency, µM (doses to about 76.9 µM), without a hit: at the highest dose FP activity, negative = inhibition, usual class: inhibitors; 370,000 compounds, 0.028% hits; Transcriptional regulator ERG (Homo sapiens), P11308; active = well fitted inhibition curve with a large enough effect in the polarisation, with a control signal flat; inconclusive = small, poorly fitted or top-dose-only effect, or effect the other way, or a change in a side signal; inactive = no such curve, though single readings can be large or run the other way; the % refers to the polarisation;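 also: polarization taken with two DNA probes labelled with fluorescein and Texas red; potency is read from the fitted curve at half-maximal effect; % of control where 0% means no effect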
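His-tagged ERG Ets domain (1 uM in the protein solution; 300mM KCl, 50mM Tris-HCl, 1mM EDTA, 1mM DTT, pH 7.5) received compound, then a probe mix of 5 nM fluorescein-DNA and 100nM Texas-615-DNA. Fluorescence polarization was read for both dyes.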
Numbers without * were called inactive; ? = inconclusive; · = no result given; & = joins results of further samples; [ ] = another dose, or the depositor's remark. Unless noted, calls follow the shape of the dose curve; as a rule, active = well fitted curve in the direction sought with a large enough effect; inconclusive = small, poorly fitted or top-dose-only effect, or another doubt; inactive = no such curve, though single readings can be large; an effect the other way counts as inactive or inconclusive. Not all compounds are listed; the hit share may differ from the screen's.

SMILES	TRHR agonist	POLB inh	POLI inh	ALOX12 inh	APE1 inh	BLM helicase inh	Anesthetic bind	POLK inh	ERG Ets-DNA blk
CCOC(=O)C1=C(C)OC(N)=C(C#N)C1c1cc(OC)c2c(c1)OCO2 (configuration not stated)	0.2	-1%	4%	?	-5%	-4%	?	-8%	3%
CN(CC(=O)Nc1ccccc1Br)C(=O)CNC(=O)Cc1cccc2ccccc12	0.4	1%	36%[activator]	462%[activator]	4%	0%	-14%	-9%	1%
Cc1ccc(Cl)cc1NC(=O)Nc1cccs1	0.9	-28%	56%[activator]	-9%	-2%	-11%	-17%	-1%	9%
COC(=O)Nc1ccc(S(=O)(=O)N2CCN(CCN3C(=O)C4C5C=CC(C5)C4C3=O)CC2)cc1 (configuration not stated)	-0.3	?	16%	-39%	-5%	-2%	-12%	4%	8%
COc1ccc(C2=NOC(C)(c3nnc(-c4ccc(F)cc4)o3)C2)cc1 (configuration not stated)	-0.2	?	18%	14%	13%	-2%	3%	-5%	0%
NC(=O)C1(N2CCCCC2)CCN(C2CC(=O)NC2=O)CC1 (configuration not stated)	0.0	41%	-5%	-6%	0%	4%	5%	4%	3%
COCCn1c(=O)c(-c2cccc(C#N)c2)nc2cnc(Nc3ccccc3)nc21	·	·	·	?	1%	-1%	·	-3%[60.1 µM]	·
COc1ccc(-c2ccc(C(C)=O)cc2)cc1[C@H]1[C@H]2C=CC[C@@H](C)[C@@H]2C(=O)N1Cc1ccccc1	-0.1	0%	-10%	?	0%	-4%	9%	-24%	-1%
CN(C)CCCN(C(=O)c1ccc(S(=O)(=O)N2CCCCC2)cc1)c1nc2cc3c(cc2s1)OCO3	2.6	-14%	-14%	82%[activator]	2%	-7%	?	-9%	-5%
COc1cccc(NC(=O)c2ncc(Cl)c(Cl)c2Cl)c1	-0.5	3%	120%[activator]	477%[activator]	-2%	-3%	-10%	3%	-4%
COc1[nH]c2ccc(F)cc2c1C(=O)OCC1CCN(CCNS(C)(=O)=O)CC1	·	13%[57.1 µM]	4%[58.9 µM]	-22%&155%	1%&-6%	22%	·	-10%	-17%
O=C(NCC1CCCO1)c1nn2c(C(F)(F)F)cc(-c3ccco3)nc2c1Cl (configuration not stated)	·	·	-24%	-3%	·	·	·	-39%	7%
Cc1cc2ncc(Cl)nc2cc1C	-0.3	0%	22%	5%	8%	-1%	-1%	-4%	1%
N/C(=N\OC(=O)c1ccc(Cl)cc1)c1[nH]ncc1Br	-0.5	9%	-13%	490%[activator]	3%	-4%	-10%	-4%	4%
O=C(CSc1nnc(CNC(=O)c2cccs2)o1)Nc1ccccc1F	-0.2	14%	6%	-35%	-6%	-3%	-7%	-7%	3%
O=C(NCCN1C(=O)S/C(=C\c2ccccc2F)C1=O)C1CCCN1C(=O)c1cccs1 (configuration not stated)	-1.7	-10%[57.1 µM]	2%	-21%	0%	1%	?	-3%	8%
CC(Sc1n[nH]c(N)n1)C(=O)NC1CCCCC1C (configuration not stated)	-0.4	-21%	-8%	?	30%	-3%	-8%	2%	28%
COc1ccc(Cn2c(C(C)C)nc3sc4ccccc4c(=O)c3c2=O)cc1	-0.5	-30%	38%[activator]	0%	0%	1%	3%	-2%	-5%
COc1ccccc1NC(=O)/C(C#N)=C/c1ccc(OCCN2CCOCC2)c(OC)c1	1.1	4%	24%	·	5%	0%	-3%	-2%	-2%
CCOC(=O)/C(C#N)=C/C=C1/C=CC=CN1C	2.5	21%	49%[activator]	0%	-3%	0%	-1%	-4%	-1%
CCOC(=O)C1C(=O)CC(=O)CC1CC(C)SCC (configuration not stated)	0.3	-12%	-4%	?	-1%	-3%	-8%	0%	-2%
CC1(C)CC2CC(C)(CN2S(=O)(=O)c2ccc(C(=O)Nc3ccc(S(=O)(=O)N4CCOCC4)cc3)cc2)C1 (configuration not stated)	1.7	-1%	39%[activator]	-16%	14%	-2%	-16%	-4%	1%
Cn1c(SCC(=O)NC(=O)Cc2ccccc2)nnc1-c1ccc(F)cc1	·	·	12%	?	32%	·	·	-16%	8%
CC1(C)N=C(N)N=C(N)N1c1ccc(OCCCOc2ccccc2)c(Cl)c1	0.6	3%	-29%	10%	-3%	2%	-10%	-8%	20%
CCCCCNC(=O)c1ccc2c(=O)n(CCCN3CCCC3=O)c(=S)[nH]c2c1	-0.4	4%	129%[activator]	0%	-1%	-17%	-6%	-11%	0%

Sorted by number of heavy atoms (smallest number first): three of the compounds above
SMILES	TRHR agonist	POLB inh	POLI inh	ALOX12 inh	APE1 inh	BLM helicase inh	Anesthetic bind	POLK inh	ERG Ets-DNA blk
Cc1ccc(Cl)cc1NC(=O)Nc1cccs1	0.9	-28%	56%[activator]	-9%	-2%	-11%	-17%	-1%	9%
CC(Sc1n[nH]c(N)n1)C(=O)NC1CCCCC1C (configuration not stated)	-0.4	-21%	-8%	?	30%	-3%	-8%	2%	28%
COc1ccc(-c2ccc(C(C)=O)cc2)cc1[C@H]1[C@H]2C=CC[C@@H](C)[C@@H]2C(=O)N1Cc1ccccc1	-0.1	0%	-10%	?	0%	-4%	9%	-24%	-1%

(more compounds)
SMILES	TRHR agonist	POLB inh	POLI inh	ALOX12 inh	APE1 inh	BLM helicase inh	Anesthetic bind	POLK inh	ERG Ets-DNA blk
COc1ccc(/C=C(\C#N)C(=O)Nc2cc(C)c(Cl)cc2OC)cc1O	0.8	-21%	18%	?	8%	-6%	0%	4%	-2%
CCOC(=O)CSCc1cn2cc(Cl)ccc2n1	0.0	2%	13%	8%	1%	-3%	-10%	-4%	6%
COC(=O)c1sc(-c2ccccc2)cc1NC(=O)c1cc(OC)cc(OC)c1	1.9	20%	14%	-14%	-4%	0%	9%	-9%	-2%
COc1cc(OC)cc(C(=O)N/N=C2/SCC(=O)N2Cc2ccco2)c1	0.1	-1%	108%[activator]	66%[activator]	?	-2%	0%	0%	2%
CC(=O)Nc1ccc(S(=O)(=O)N[C@H](C(=O)O)C(C)C)cc1	0.6	-4%	0%	-24%	6%	0%	-6%	-5%	5%
Fc1cccc(/C=N/Nc2nncc3ccccc23)c1	-0.8	-16%	13%	0%	52%[activator]	-2%	1%	0%	8%
COc1ccc(S(=O)(=O)N2CCCC2CNC(=O)C(=O)NC2CCCCCC2)cc1 (configuration not stated)	0.0	·	15%	5%	6%	·	·	8%	7%
COc1cc(CNCCc2c[nH]c3ccccc23)cc(Cl)c1OCC(N)=O	2.7	-1%	94%[activator]	?	13%	-3%	-10%	2%	12%
c1ccc(CN2CCN(c3nc4ccccc4s3)CC2)cc1	1.7	18%	15%	12%	15%	-5%	-4%	0%	-5%
COc1ccc(OCC(=O)Nc2cc3c(cc2C(=O)O)OCCCO3)cc1	0.3	10%	12%	?	51%[activator]	-2%	-2%	-13%	3%
CCN(CC)S(=O)(=O)c1ccc(C(=O)N(c2ccc(C)cc2)C2C=CS(=O)(=O)C2)cc1 (configuration not stated)	-1.3	-1%	11%	-20%	-6%	0%	-13%	11%	8%
CCCc1nnc(NC(=O)CC(=O)Nc2ccccc2C(=O)O)s1	0.9	7%	1%	96%[activator]	13%	2%	-4%	-17%	-4%
O=C(CCS(=O)(=O)c1ccccc1Cl)NCc1ccc(F)cc1	-1.1	0%	33%[activator]	-9%	7%	0%	-2%	7%	1%
Cc1ccc(SCc2cc(=O)c3c(=O)n(-c4ccccc4)[nH]c3[nH]2)cc1	-1.2	35µM*	22µM*	35µM*	?	16µM*	-19%	?	-10%
Nc1ccc(-c2nc3ccccc3s2)cn1	-1.7	0%	88%[activator]	3%	-4%	-9%	0%	-15%	-4%
CN(C)S(=O)(=O)c1cccc(N=C2NN=C(c3ccccc3)CS2)c1	0.1	5%	?	-12%	-4%	-6%	-14%	-16%	-1%
COc1cccc(S(=O)(=O)NCc2ccc(C(=O)Nc3cccc(Cl)c3)cc2)c1	0.0	10%	-10%	?	-8%	-11%	-5%	-17%	-17%
Cc1ccc(C)c(NC(=O)CN(C)C(=O)C2CCN(C(=O)Nc3ccccc3)CC2)c1	0.3	·	8%	1%	48%[activator]	·	·	-1%	9%
O=C(Nc1ccc(Cl)cc1Cl)N1CCN(c2ncccn2)CC1	0.3	1%	-15%	-9%	-2%	-11%	-5%	14%	-10%
COc1ccc2c(c1)CCc1c(C(=O)NC3CCCCC3)noc1-2	0.1	2%	15%	-9%	-3%	-4%	-9%	-5%	-9%
Cc1csc(NC(=O)CSc2ccc(-c3ccccn3)nn2)n1	-0.9	-2%	-21%	3%	4%	2%	?	-3%	-4%
CN1C(=O)C2(SCC(=O)N2c2ccc(F)cc2)c2ccccc21 (configuration not stated)	0.0	-6%	34%[activator]	0%	·	-2%	-4%	-1%	-2%
CCn1cc(/C=N/NC(=O)COc2cccc3cccnc23)c2ccccc21	-0.2	13µM*	?	-5%	-6%	-4%	-16%	-2%	1%
O=C1Nc2cc(C(=O)N3CCC(N4CCCCC4)CC3)ccc2S/C1=C\c1ccccc1	0.7	5%	-5%	-22%	-4%	1%	-21%	-19%	3%

Source: PubChem BioAssay
